Screening data from PubChem BioAssay.
RBX1-CUL1 inh: blocks human RBX1-Cullin-1 di-ubiquitin formation; P62877+Q13616; in vitro K48 di-Ub FRET, acceptor:donor ratio, 45 min; inhibition, % at 10 µM; hit rate 0.6% among 140,000; in the data active means inhibition above about 25%
Target sequence (P62877 whole entry, looked up): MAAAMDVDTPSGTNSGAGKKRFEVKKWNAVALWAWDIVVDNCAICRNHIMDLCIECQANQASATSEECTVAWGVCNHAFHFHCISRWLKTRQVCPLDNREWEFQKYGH
Target sequence (Q13616 whole entry, looked up): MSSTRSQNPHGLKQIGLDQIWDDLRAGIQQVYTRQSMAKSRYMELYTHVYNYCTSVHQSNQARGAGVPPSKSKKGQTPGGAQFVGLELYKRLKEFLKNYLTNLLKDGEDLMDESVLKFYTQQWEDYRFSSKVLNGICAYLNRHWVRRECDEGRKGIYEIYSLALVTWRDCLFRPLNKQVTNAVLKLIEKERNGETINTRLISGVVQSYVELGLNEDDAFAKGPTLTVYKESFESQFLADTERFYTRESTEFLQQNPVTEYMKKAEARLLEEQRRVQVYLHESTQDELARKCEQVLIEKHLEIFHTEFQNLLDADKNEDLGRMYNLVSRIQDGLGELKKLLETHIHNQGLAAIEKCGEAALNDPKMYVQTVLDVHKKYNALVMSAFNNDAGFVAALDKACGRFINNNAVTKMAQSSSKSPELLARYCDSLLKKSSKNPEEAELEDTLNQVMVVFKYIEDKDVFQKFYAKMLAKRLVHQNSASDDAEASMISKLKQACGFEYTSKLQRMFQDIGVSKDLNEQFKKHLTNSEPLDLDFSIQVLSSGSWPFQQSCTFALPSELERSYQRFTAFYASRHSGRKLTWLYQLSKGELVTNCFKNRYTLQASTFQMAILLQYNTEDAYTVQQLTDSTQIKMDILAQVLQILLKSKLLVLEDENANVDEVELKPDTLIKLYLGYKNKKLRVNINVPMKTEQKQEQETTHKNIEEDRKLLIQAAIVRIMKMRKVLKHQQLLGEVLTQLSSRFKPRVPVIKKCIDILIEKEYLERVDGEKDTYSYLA
Numbers without * were called inactive. Some of the compounds tested; the hit share may differ from the screen's.

SMILES	RBX1-CUL1 inh
O=C(c1cc(=O)c2cc(Cl)ccc2o1)N(Cc1ccccc1)C1CCS(=O)(=O)C1 (configuration not stated)	-4
COc1ccccc1OCC(=O)N(Cc1ccc(N(C)C)cc1)C1CCS(=O)(=O)C1 (configuration not stated)	12
Cc1ccc(S(=O)(=O)N2CCN(c3c(N)cccc3Cl)CC2)cc1	8
COc1ccc(NC(=O)C(Cc2ccc3c(c2)OCO3)=NC(=O)c2ccco2)cc1	4
COc1ccccc1-c1cn2c(C(=O)N(C)C(C)c3ccccn3)csc2n1 (configuration not stated)	-5
CC1C(=NC(=S)NC(NC(=O)C(C)(C)C)C(Cl)(Cl)Cl)C(=O)N(c2ccccc2)N1C (configuration not stated)	-3
O=C(Nc1ccccc1)NC1Cc2ccccc2Sc2ccc(Cl)cc21 (configuration not stated)	-1
CC1CCCN(S(=O)(=O)c2ccc(N3CCCCS3(=O)=O)cc2)C1 (configuration not stated)	9
O=c1[nH]c(-c2ccccc2)nc2sc3c(c12)CCC3	5
COc1ccc(C(=O)CSc2nc(C)cc(-c3cccnc3)c2C#N)cc1OC	-3
Cc1cc(OCC(=O)NCCCCCCNC(=O)COc2cc(C)c(Cl)cc2C(C)C)c(C(C)C)cc1Cl	-2
COc1ccc(CNc2cc(C(=O)O)ccc2C)cc1	-5
Cc1cccc(NC(=O)C(Cc2ccccc2)NS(=O)(=O)c2ccc3c(c2)c(=O)n(C)c(=O)n3C)c1 (configuration not stated)	-6
Cc1cccc(OCC(=O)NNc2ccc([N+](=O)[O-])cc2[N+](=O)[O-])c1	30*
C1=C(c2c[nH]c3ccccc23)CC(c2ccccc2)=NN=C1c1ccccc1	-13
Cc1cccc(-n2c(SCC(=O)N3C(C)CCCC3C)nnc2-c2ccc(Cl)cc2)c1 (configuration not stated)	-2
O=C(Oc1ccc(F)cc1)c1nc(SCc2ccccc2F)ncc1Cl	3
CCC1CN(C(=O)N2CCC(C(=O)NCc3ccccc3C)CC2)c2ccccc2O1 (configuration not stated)	2
CC(C)(C)C(=O)N1CCN(c2ccnc3cc(Cl)ccc23)CC1	7
O=C1/C(=C/c2ccccc2OCc2ccccc2Cl)C(c2ccccc2)=NN1c1ccc([N+](=O)[O-])cc1	-3
CCOC(=O)C1=C(C)N=c2s/c(=C\c3ccc(-c4ccc(Cl)cc4C)o3)c(=O)n2C1c1ccccc1OC (configuration not stated)	-3
O=C(Nc1cccc(N=Cc2cc([N+](=O)[O-])cc([N+](=O)[O-])c2O)c1)c1ccccc1Cl	6
CSc1nc2c(c(=O)n1-c1ccc(C)cc1)C1(CCCC1)Cc1ccccc1-2	-4
COc1ccc(CCn2c(NC(C)=O)c(C#N)c3nc(C#N)c(C#N)nc32)cc1OC	10
COc1cc(/C=N\NC(=O)c2cc3ccccc3o2)cc(Cl)c1OCc1cccc2ccccc12	-4

Three entries out of the list above, ordered by their value in RBX1-CUL1 inh, lowest first:
smiles,RBX1-CUL1 inh
CSc1nc2c(c(=O)n1-c1ccc(C)cc1)C1(CCCC1)Cc1ccccc1-2,-4
CCC1CN(C(=O)N2CCC(C(=O)NCc3ccccc3C)CC2)c2ccccc2O1 (configuration not stated),2
CC1CCCN(S(=O)(=O)c2ccc(N3CCCCS3(=O)=O)cc2)C1 (configuration not stated),9

Next compounds:
SMILES	RBX1-CUL1 inh
COc1ccc(Br)cc1C(=O)N1CCN(C)CC1	-2
COc1ccc(-c2c(C#N)c(SCC(=O)Nc3ccccc3C)nc(C)c2C(=O)Nc2ccccc2)cc1OC	0
CCSc1nc2c([nH]c3ccccc32)c(=O)n1-c1ccc(OC)cc1	-4
Cc1ccc(C)c(S(=O)(=O)N2CCC(C(N)=O)(N3CCCCC3)CC2)c1	8
CC(=O)N1CCCc2cc(S(=O)(=O)N3CCCC(C(=O)NC(C)C)C3)ccc21 (configuration not stated)	-2
Cc1cc(NC(=O)CSc2ncc(C(=O)Nc3ccc(Cl)cc3)c(=O)n2C)no1	6
CN(C)c1ncc(CN2CCC(n3nccc3NC(=O)C3CCOC3)CC2)s1 (configuration not stated)	1
Cc1nccnc1-c1cc(=O)[nH]c(-c2cccc(CN3CCSCC3)c2)n1	1
CCS(=O)(=O)N1CCN(C(=O)c2ccc(C3CCCN3)s2)CC1 (configuration not stated)	5
CCOc1ccnc(OCC)c1Br	4
Cc1ccc2c(c1C)NC(=O)C21NN=C(c2ccccc2)S1 (configuration not stated)	0
COc1ccc(NC(=O)c2ccc([N+](=O)[O-])cc2Cl)cc1	4
C=CCn1c(SCC(=O)Nc2cc(OC)ccc2OC)nc2sc3c(c2c1=O)CCCC3	-1
COc1ccccc1/C=C1\C(=O)ON=C1c1cccc([N+](=O)[O-])c1	-6
CCCCCCCC(=O)Oc1ccc2c(C)cc(=O)oc2c1	5
COc1ccc(CCNC(=O)c2ccc(CNS(=O)(=O)c3ccccc3)cc2)cc1OC	1
CC(=O)NCCNC(=O)Cc1c2c(n(Cc3ccccc3F)c1C)CCCC2=O	-1
O=C(NC1CCCCC1)c1ccc(CSc2nc3ccncc3n2Cc2ccccc2F)cc1	-10
CCCOc1c(I)cc(C(=O)Nc2ccc(O)cc2)cc1OCC	-2
O=C(NC1(C(F)(F)F)NC(=O)N(c2ccc(OC(F)(F)F)cc2)C1=O)c1ccccc1F (configuration not stated)	-6
CCn1cc(C(=O)N2CCN(c3ccccc3)CC2)c(=O)c2cc(S(=O)(=O)N3CCOCC3)ccc21	-1
Cc1ccc(C)c(CN2C(=O)c3ccccc3S(=O)(=O)c3ccc(C(=O)N4CCc5ccccc54)cc32)c1	0
CC1CCc2c(sc(NC(=O)CSc3nnc4ccccn34)c2C#N)C1 (configuration not stated)	6
COc1ccc(S(=O)(=O)Oc2ccccc2C)cc1	3
CC(C)CNS(=O)(=O)Cc1ccc(Cl)c(Cl)c1	-2
Additional records:
SMILES	RBX1-CUL1 inh
COc1ccc(-n2cc(-c3ccc4c(c3)OCO4)n(CC(=O)Nc3cc(Cl)ccc3C)c2=O)cc1	1
Cc1ccc2c(=O)cc(C(=O)NCc3ccccc3)oc2c1	6
O=[N+]([O-])c1cc2c(cc1C1NN=C(c3ccccc3O)S1)OCO2 (configuration not stated)	3
CN(CCCN)CCCn1cc(C#N)c(=O)[nH]c1=O	-1
O=C(c1cccs1)N(Cc1cccnc1)c1nc2c(Cl)cccc2s1	2
CNCCCCCCN1CCCCC1	-2
CCc1ccc(NC(=O)CC2C(=O)N(c3cccc(C)c3)C(=O)N2Cc2cccs2)cc1 (configuration not stated)	6
CC1(C)CC(=O)C2=C(C1)OC1=C(C(=O)CC(C)(C)C1)C2c1cccc(OCC(=O)N2CCCCC2)c1	8
Cc1cc(C)c2oc(-c3ccc(NC(=O)c4ccc(OCc5ccccc5)cc4)cc3)nc2c1	-2
C=CCn1c(SCC(=O)Nc2ccc3c(c2)OCCO3)nc2scc(-c3ccco3)c2c1=O	-2
N#CC1(c2ccccc2)CCCN1C(=O)c1ccco1 (configuration not stated)	1
CC(C)Sc1nc2sc3c(c2c(=O)n1-c1ccccc1)CCCC3	-5
COc1ccc(C2C3SC(=O)N=C3SC3C4CCC(C4)C32)cc1OC (configuration not stated)	-1
Cc1ccc(-c2noc(-c3ccc(NC4CCCC4)c([N+](=O)[O-])c3)n2)cc1	7
NC(=O)CC1(CC(=O)O)CCCCC1	-3
CCOC(=O)C1CCCN(C(=O)c2[nH]c3ccccc3c2Sc2ccc(Cl)cc2)C1 (configuration not stated)	3
CN(C)c1cnn(CC(=O)NCCSC2CCCCC2)c(=O)c1	-3
Cc1cc(C)c2c(=O)c3c(oc2c1)C(=O)N(Cc1ccco1)C3c1ccc(F)cc1 (configuration not stated)	2
CC1(C)CC(=O)C2C(=Nc3ncnn3C2c2ccccc2)C1 (configuration not stated)	5
O=C(c1cc(O)ccc1O)c1coc2ccc(O)cc12	-3
COC(=O)C1CCN(CC(O)COc2cccc(CN3CCNC(=O)C3)c2)CC1 (configuration not stated)	1
O=C(O)CCC1(c2cccs2)CCCCC1=O (configuration not stated)	0
CC(C)CNS(=O)(=O)c1ccc(CCC(=O)Nc2cc(Cl)ccc2Oc2ccccc2)cc1	-5
CC1(CNC(=O)C2CCC(=O)N(CCCc3ccccc3)C2)COC1 (configuration not stated)	-1
O=C(NNc1ccc([N+](=O)[O-])cc1)c1ccccc1F	-9
Other structures follow:
SMILES	RBX1-CUL1 inh
CCOC(=O)c1c(C)[nH]c2c1-c1ccccc1C(=O)C2=O	21
CC(=O)c1nn(-c2ccc(Cl)cc2)cc1C(=O)c1ccc(Cl)cc1	-6
CCOc1ccccc1N1CCN(C(=O)/C=C/c2ccc(Br)cc2)CC1	-8
COc1ccc(N2C(=O)/C(=C/c3cc(C)n(-c4ccc(Cl)c(C(=O)O)c4)c3C)C(=O)NC2=S)c(OC)c1	79*
CCN(CC)CCN1C(=O)C(=O)C(C(=O)c2ccc(OC(C)C)cc2)C1c1cccs1 (configuration not stated)	6
CCCNC(=O)c1cc2n(n1)CCCN(Cc1ccc(C)cc1)C2=O	8
COc1cccc(CC(=O)NCc2nc(NCCCc3ccccc3)c3ccccc3n2)c1	18
COC(=O)C1C(C)=NC2=C(C(=O)CC(C)(C)C2)C1c1cccc(OC)c1OC (configuration not stated)	1
COc1cccc(C2CC(=O)C3=C(C2)Nc2ccccc2NC3c2ccncc2)c1 (configuration not stated)	1
O=C1OC(Nc2ncccn2)(c2ccccc2)c2ccccc21 (configuration not stated)	-5
COC(=O)C1CCCCN1Cc1nc(-c2ccc(C)cc2)oc1C (configuration not stated)	4
COc1ccc(C(N=C(N)SC)c2ccccc2)cc1 (configuration not stated)	-3
COc1ccc2ncc3c(-c4ccc(C)c(C)c4)nn(CC(=O)Nc4ccccc4)c3c2c1	-6
C=CCNCCCOc1cc(C)ccc1C(C)C	-6
Fc1ccc(Nc2nc(-c3cccc(Cl)c3)c3c(n2)-c2ccccc2OC3)c(F)c1	4
COc1cc(CNC2CCCCC2)ccc1O	-5
O=C(Oc1ccc(C2SCCS2)cc1)C1CCCCC1	-3
COc1ccc2c(CNCCc3ccccc3C)c(C(=O)O)n(Cc3ccccc3C)c2c1	6
CCCN1CCN(c2ccc(C(=O)NCCC3CCCCN3C)cn2)CC1 (configuration not stated)	-3
COc1ccc(/C=C2\C(=O)/C(=C/c3ccc(OC)cc3)C3CCC2N3C)cc1	0
O=C(CSc1nnc2[nH]c(=O)cc(-c3ccccc3)n12)Nc1ccccc1C(F)(F)F	10
COC(=O)c1cccc(Nc2nc(C)cc(=O)[nH]2)c1	10
COc1cc(C2Nc3c(C)cc(C)cc3-c3cc(C)nn32)cc(OC)c1O (configuration not stated)	2
O=C1OC(c2ccccc2F)=N/C1=C\c1ccc(Br)s1	-5
CC(=O)Nc1ccc(S(=O)(=O)N2c3ccccc3C(C)=CC2(C)C)cc1	11
(more compounds)
SMILES	RBX1-CUL1 inh
CCCCS(=O)(=O)N1CCc2[nH]nc(Cc3ccc(OC)cc3)c2C1	1
Cc1ccc(C(C)NC(=O)c2cccs2)cc1 (configuration not stated)	-16
CCCCN(C)C(=O)Cn1c(SCC(=O)Nc2ccc(C)c(C)c2)nc2ccccc21	-8
CSc1ncc(Nc2nc(C)cs2)cn1	-5
CCCN1CCC2(CC1)C1CN(CCC)CC=C1C(C#N)C(=N)C2(C#N)C#N (configuration not stated)	8
CCN1C(=O)/C(=C\c2cccc(OC)c2OC)SC1=S	13
Cc1nn(CC(=O)Nc2sc3c(c2C(=O)OC(C)C)CCCC3)c(C)c1[N+](=O)[O-]	-7
CCN1CCCC(N2CCc3[nH]nc(-c4cccc(OC)c4)c3C2)C1 (configuration not stated)	2
Cc1ccc(NC(=O)NCCc2c(C)nn(C)c2C)c(Cl)c1	-2
CN(C(=O)C1CC1)C(Cc1ccc(F)cc1F)C1CCN(C(=O)C2CC(=O)c3ccccc32)CC1 (configuration not stated)	15
O=C(NC1CCCC1)c1ccc2c(c1)N(Cc1ccc(C(F)(F)F)cc1)C(=O)c1ccccc1S2	6
CCc1n[nH]c(=S)n1/N=C/c1ccc(OC)c(OC)c1	10
NC(=O)c1ccc(NCc2cccnc2Oc2ccccc2F)nc1	-2
CC(C)(C)c1ccc(C2CC(=O)C3C(=Nc4ccccc4N(C(=O)C4CC4)C3c3ccc(F)cc3)C2)cc1 (configuration not stated)	2
CSCCNC1CCN(c2ccc(C(=O)NCc3ccc4c(c3)OCO4)cc2)CC1	2
CN1C/C(=C\c2cccs2)C(O)/C(=C/c2cccs2)C1 (configuration not stated)	5
CCCN1CCN(CC(=O)Nc2ccc(F)cc2F)CC1	-1
CCOC(=O)[C@]12CC=CC[C@@]1(C(=O)OCC)NC(=O)C2=O	-2
CCC(NC(=O)c1c(C)noc1C)c1ccc(C)cc1 (configuration not stated)	1

Compounds from the list above that have fluorine (14):
SMILES	RBX1-CUL1 inh
O=C(Oc1ccc(F)cc1)c1nc(SCc2ccccc2F)ncc1Cl	3
CC(=O)NCCNC(=O)Cc1c2c(n(Cc3ccccc3F)c1C)CCCC2=O	-1
O=C(NC1CCCCC1)c1ccc(CSc2nc3ccncc3n2Cc2ccccc2F)cc1	-10
O=C(NC1(C(F)(F)F)NC(=O)N(c2ccc(OC(F)(F)F)cc2)C1=O)c1ccccc1F (configuration not stated)	-6
Cc1cc(C)c2c(=O)c3c(oc2c1)C(=O)N(Cc1ccco1)C3c1ccc(F)cc1 (configuration not stated)	2
O=C(NNc1ccc([N+](=O)[O-])cc1)c1ccccc1F	-9
Fc1ccc(Nc2nc(-c3cccc(Cl)c3)c3c(n2)-c2ccccc2OC3)c(F)c1	4
O=C(CSc1nnc2[nH]c(=O)cc(-c3ccccc3)n12)Nc1ccccc1C(F)(F)F	10
O=C1OC(c2ccccc2F)=N/C1=C\c1ccc(Br)s1	-5
CN(C(=O)C1CC1)C(Cc1ccc(F)cc1F)C1CCN(C(=O)C2CC(=O)c3ccccc32)CC1 (configuration not stated)	15
O=C(NC1CCCC1)c1ccc2c(c1)N(Cc1ccc(C(F)(F)F)cc1)C(=O)c1ccccc1S2	6
NC(=O)c1ccc(NCc2cccnc2Oc2ccccc2F)nc1	-2
CC(C)(C)c1ccc(C2CC(=O)C3C(=Nc4ccccc4N(C(=O)C4CC4)C3c3ccc(F)cc3)C2)cc1 (configuration not stated)	2
CCCN1CCN(CC(=O)Nc2ccc(F)cc2F)CC1	-1
